# Compound activity as filed in PubChem BioAssay.
# Sm TGR block: qHTS Assay for the Inhibitors of Schistosoma Mansoni Peroxiredoxins; purified TGR, DTNB reduction, TNB absorbance 405 nm; Schistosoma mansoni thioredoxin glutathione reductase (TGR), Q962Y6; AID 485364, 2010; actives 3% (n = 360,000); Potency, µM (doses to about 114 µM), inactives show at the highest dose activity change, negative = inhibition, usual class: inhibitors; also: potency is read from the fitted curve at half-maximal effect; nearly all actives have a fitted effect of over 60% in size
#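 Kinetic colorimetric format: TGR-catalysed, NADPH-driven DTNB reduction monitored via TNB absorbance. Enzyme dispensed at 20 nM; compound exposure 15 min at room temperature before reaction start.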
# HCMV inh: qHTS Assay for inhibitors of the human cytomegalovirus (HCMV); actives 4.5% (n = 410,000); activity change, negative = inhibition, % at 57.5 µM; HFF cells, HCMV-luciferase reporter, 72 h; hits give low values; in the data active = activity change below about -60%; inconclusive = no clear call, values can overlap the other calls; inactive = above about -39%
#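 Inhibition of viral replication was scored as loss of reporter luminescence in HFFs infected with HCMV-luciferase (MOI 1 PFU/cell) for 72 h; compounds tested at 2 doses, normalized to buffer and Salinomycin controls.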
# Giardia FBPA inh: qHTS Assay for Inhibitors of Fructose-1,6-bisphosphate Aldolase from Giardia Lamblia. purified Giardia FBPA. Potency, µM (doses to about 59.6 µM), for inactives: top-dose activity, negative = inhibition, most hits filed as inhibitors. actives 0.71% (n = 290,000). AID 2451, 2010. A8B2U2; also: potency is read from the fitted curve at half-maximal effect; nearly all actives have a fitted effect of over 55% in size
# Target sequence (A8B2U2 whole entry, looked up): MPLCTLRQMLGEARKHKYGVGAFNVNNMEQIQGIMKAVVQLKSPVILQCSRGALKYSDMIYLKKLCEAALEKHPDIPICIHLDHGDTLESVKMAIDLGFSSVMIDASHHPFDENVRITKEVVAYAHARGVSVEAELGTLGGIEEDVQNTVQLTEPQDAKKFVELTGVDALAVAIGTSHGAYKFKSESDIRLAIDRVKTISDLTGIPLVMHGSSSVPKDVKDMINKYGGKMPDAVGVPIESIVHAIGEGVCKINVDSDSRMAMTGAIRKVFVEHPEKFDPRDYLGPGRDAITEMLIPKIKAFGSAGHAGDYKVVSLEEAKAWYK
#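 40 nM FBPA preincubated 10 min at RT with compound (up to 57.5 uM final), then substrate plus GAPDH/TPI/NAD/arsenate coupling and diaphorase/resazurin added. Fluorescence read after 20 min at RT, 525/598 nm.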
# AmpC inh no detg: qHTS Inhibitors of AmpC Beta-Lactamase (assay without detergent). P00811. AmpC nitrocefin hydrolysis, absorbance 480 nm, 0.0001% Triton. Potency, µM (titrated, usually from 57.1 µM), for the others: at the top dose activity change, negative = inhibition, most hits filed as inhibitors. actives 0.52% (n = 330,000). AID 485341, 2010;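 also: potency is read from the fitted curve at half-maximal effect; plate controls were no compound for no effect and no enzyme for full effect; nearly all actives have a fitted effect of over 20% in size; some results filed as inactive show a strong effect at the top dose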
# Target sequence (P00811 whole entry, looked up): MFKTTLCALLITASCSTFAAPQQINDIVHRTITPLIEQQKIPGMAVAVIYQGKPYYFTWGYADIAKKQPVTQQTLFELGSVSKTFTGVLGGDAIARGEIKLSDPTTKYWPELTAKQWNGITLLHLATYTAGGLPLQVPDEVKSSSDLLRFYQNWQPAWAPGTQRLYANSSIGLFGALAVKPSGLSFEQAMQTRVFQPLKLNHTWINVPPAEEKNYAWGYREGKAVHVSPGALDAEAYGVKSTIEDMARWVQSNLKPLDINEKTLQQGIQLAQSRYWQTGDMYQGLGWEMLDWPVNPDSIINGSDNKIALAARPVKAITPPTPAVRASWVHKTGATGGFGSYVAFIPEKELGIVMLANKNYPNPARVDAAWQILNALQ
#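 AmpC (5.3 nM in the dispensed reagent) in 20 mM phosphate pH 7.0 with 0.01% (detergent screen) or 0.0001% Triton X-100 was preincubated with compounds for 15 min at room temperature. Nitrocefin was then added from an 800 uM solution, and hydrolysis was followed at 480 nm.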
# HCV inhibitor: qHTS Assay for Inhibitors of Hepatitis C Virus (HCV) | Huh7.5.1 HCVcc-Cre infection, luciferase reporter, 44 h | Potency, µM (doses to about 41.8 µM), for the others: at the top dose activity change, negative = inhibition, usual class: inhibitors | actives 3.4% (n = 340,000) | AID 651820, 2012; also: potency is read from the fitted curve at half-maximal effect
#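 Infectious HCVcc-Cre (~0.5 moi) was added to cells just after compound, with cells seeded 4 h earlier at 1,000 per well. Luciferase activity after 44 h culture reported infection; substrate was incubated 15 min at room temperature before reading.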
# AmpC inh detg: qHTS Inhibitors of AmpC Beta-Lactamase (assay with detergent). P00811. AmpC hydrolysis of nitrocefin, absorbance 480 nm, 0.01% Triton. Potency, µM (highest dose often 114 µM), inactives show at the highest dose activity change, negative = inhibition, hits mostly inhibitors. actives 0.041% (n = 370,000). AID 485294, 2010;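 also: potency is read from the fitted curve at half-maximal effect; 0% = no-compound wells and -100% = no-enzyme wells; nearly all actives have a fitted effect of over 25% in size; some results filed as inactive show a strong effect at the top dose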
#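 AmpC (5.3 nM in the dispensed reagent) in 20 mM phosphate pH 7.0 with 0.01% (detergent screen) or 0.0001% Triton X-100 was preincubated with compounds for 15 min at room temperature. Nitrocefin was then added from an 800 uM solution, and hydrolysis was followed at 480 nm.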
# * hit, by the source's call; ? = inconclusive; nt = not tested or not shown; [ ] = remark or other dose. Unless noted, calls follow the shape of the dose curve; as a rule, active = well fitted curve in the direction sought with a large enough effect; inconclusive = small, poorly fitted or top-dose-only effect, or another doubt; inactive = no such curve, though single readings can be large; an effect the other way counts as inactive or inconclusive. Unless noted, % is scaled to controls: 0 for no effect and ±100 for the full control effect.
1: CN1CC(=O)N(CC(=O)Nc2ccc(OC(F)(F)F)cc2)c2ccccc2C1=O
2: CN(C)C(=O)Oc1ccc2c(c1)O/C(=C\c1ccccc1)C2=O
3: Fc1ccc(-n2ncc3c(Nc4ccc5c(c4)OCCO5)ncnc32)cc1
4: COc1ccc2c(c1)CC(C)C/C2=N\NC(=O)c1ccco1 (stereo not drawn)
5: CC(C)(C)C(=O)Nc1ccc2oc(-c3cc(F)c(F)cc3Cl)nc2c1
screen / no.	1	2	3	4	5
Giardia FBPA inh	nt	4%	nt	-2%	3%
HCMV inh	2	43	8	-30	55
AmpC inh no detg	nt	60%[activator]	nt	-16%	-19%
HCV inhibitor	nt	-25%	nt	?	?
Sm TGR block	-1%	-1%	7%	-2%	1%
AmpC inh detg	0%	6%	0%	1%	0%

6: CC(C)N1C(=S)SC(C)(C)C1n1oc(=O)n(-c2cccc(Cl)c2)c1=O (stereo not drawn)
7: CCOc1ccccc1NC1c2ccccc2C(=O)N1c1ccc(C)cn1 (stereo not drawn)
8: O=C(Nc1ccc(Br)cc1F)C1CCN(c2nnc(-n3cccc3)s2)CC1
9: CC(=O)c1ccc(NC(=O)CCS(=O)(=O)c2ccc3c(c2)n(C)c(=O)c(=O)n3C)cc1
10: COC(=O)C1(CO)NC(c2cccs2)C2C(=O)N(c3ccccc3)C(=O)C21 (stereo not drawn)
screen / no.	6	7	8	9	10
Giardia FBPA inh	0%	-10%	2%	0%	-1%
HCMV inh	22	38	37	nt	21
AmpC inh no detg	-29%	-8%	-34%	-8%	-10%
HCV inhibitor	-4%	-13%	-10%	17%	0%
Sm TGR block	14%	-29%	0%	40µM*	-10%
AmpC inh detg	4%	?	?	8%	?

11: CC(C)CN(C(=O)CC(C)c1ccccc1)c1c(N)n(Cc2ccccc2)c(=O)[nH]c1=O (stereo not drawn)
12: O=C(Nc1ccc(Br)cc1)C1CC=CCC1C(=O)OCC1CCCO1 (stereo not drawn)
13: CCN(CC)c1ccc(N=Cc2c(O)n(-c3ccc(Cl)cc3)c(=O)[nH]c2=O)cc1
14: CN(C)CCNCc1ccc(OC2CCCC2)cc1
15: CC1(C)CC(=O)C(N=Nc2ccc(S(=O)(=O)N3CCCCCC3)cc2)=C(O)C1
screen / no.	11	12	13	14	15
Giardia FBPA inh	nt	-24%	-5%	-5%	0%
HCMV inh	-30	-26	32	40	-19
AmpC inh no detg	-13%	-11%	-47%	-7%	3%
HCV inhibitor	4%	14%	9%	nt	4%
Sm TGR block	-2%	-12%	-15%	5%	-12%
AmpC inh detg	-18%	-2%	-5%	4%	-2%

# 11 consecutive records from above:
2: CN(C)C(=O)Oc1ccc2c(c1)O/C(=C\c1ccccc1)C2=O
3: Fc1ccc(-n2ncc3c(Nc4ccc5c(c4)OCCO5)ncnc32)cc1
4: COc1ccc2c(c1)CC(C)C/C2=N\NC(=O)c1ccco1 (stereo not drawn)
5: CC(C)(C)C(=O)Nc1ccc2oc(-c3cc(F)c(F)cc3Cl)nc2c1
6: CC(C)N1C(=S)SC(C)(C)C1n1oc(=O)n(-c2cccc(Cl)c2)c1=O (stereo not drawn)
7: CCOc1ccccc1NC1c2ccccc2C(=O)N1c1ccc(C)cn1 (stereo not drawn)
8: O=C(Nc1ccc(Br)cc1F)C1CCN(c2nnc(-n3cccc3)s2)CC1
screen / no.	2	3	4	5	6	7	8
Giardia FBPA inh	4%	nt	-2%	3%	0%	-10%	2%
HCMV inh	43	8	-30	55	22	38	37
AmpC inh no detg	60%[activator]	nt	-16%	-19%	-29%	-8%	-34%
HCV inhibitor	-25%	nt	?	?	-4%	-13%	-10%
Sm TGR block	-1%	7%	-2%	1%	14%	-29%	0%
AmpC inh detg	6%	0%	1%	0%	4%	?	?

9: CC(=O)c1ccc(NC(=O)CCS(=O)(=O)c2ccc3c(c2)n(C)c(=O)c(=O)n3C)cc1
10: COC(=O)C1(CO)NC(c2cccs2)C2C(=O)N(c3ccccc3)C(=O)C21 (stereo not drawn)
11: CC(C)CN(C(=O)CC(C)c1ccccc1)c1c(N)n(Cc2ccccc2)c(=O)[nH]c1=O (stereo not drawn)
12: O=C(Nc1ccc(Br)cc1)C1CC=CCC1C(=O)OCC1CCCO1 (stereo not drawn)
screen / no.	9	10	11	12
Giardia FBPA inh	0%	-1%	nt	-24%
HCMV inh	nt	21	-30	-26
AmpC inh no detg	-8%	-10%	-13%	-11%
HCV inhibitor	17%	0%	4%	14%
Sm TGR block	40µM*	-10%	-2%	-12%
AmpC inh detg	8%	?	-18%	-2%

# Continued:
16: CC(C)(C)C(=O)Nc1ccc(Cl)c(-c2nc3ccccc3[nH]2)c1
17: COC(=O)c1sc(NC(=O)CSc2nc3cccnc3n2C2CCCCC2)nc1C
18: O=S(=O)(c1cccc(-n2cnnn2)c1)N1CCOCC1
19: O=C(CN1C(=O)NC2(CCOc3ccccc32)C1=O)c1ccc(F)cc1 (stereo not drawn)
20: COc1cc(CNCc2ccccn2)ccc1OCc1ccccc1Cl
screen / no.	16	17	18	19	20
Giardia FBPA inh	nt	-1%	5%	nt	22%
HCMV inh	-15	-15	11	0	-67*
AmpC inh no detg	nt	-12%	-14%	-25%	34%
HCV inhibitor	nt	?	23%	1%	?
Sm TGR block	1%	2%	0%[11.4 µM]	-21%	-17%
AmpC inh detg	0%	?	?	-7%	?

21: Cc1ccccc1C(=O)N1CCC(C(=O)O)CC1
22: Cn1sc(NC(=O)c2cccc(Cl)c2)nc1=O
23: CCCOc1ccc(C(=O)N2CCCc3ccccc32)cc1
24: COC(=O)C1=C(c2ccc(F)cc2OCc2ccccc2)C[C@@H]2CC[C@H]1N2C(=O)NCc1ccc(OC)cc1
25: CCc1ccc(OCC(=O)N2CC(C(=O)OC)Oc3ccccc32)cc1 (stereo not drawn)
screen / no.	21	22	23	24	25
Giardia FBPA inh	6%	-15%	2%	nt	13%
HCMV inh	-13	64	-6	-24	-29
AmpC inh no detg	-9%	-19%	4%	-4%	15%
HCV inhibitor	23%	7%	?	?	7%
Sm TGR block	-1%	6%	8%	7%	-21%
AmpC inh detg	1%	-2%	-5%	8%	-9%

26: CCN(CC)S(=O)(=O)c1ccc(N2CCOCC2)c(NC(=O)CCC2CCCCC2)c1
27: O=C(NC1CC2CCCC(C1)N2C(=O)N1CCCCC1)C1CCCCC1 (stereo not drawn)
28: COc1cc(CNC2CCCCC2OC)cc(OC)c1 (stereo not drawn)
29: COc1cccc(CC(=O)Nc2ccc3c(c2)CCC3)c1
30: CN1CCN(C(=S)c2cn(Cc3cccc(F)c3)c3ccccc23)CC1
screen / no.	26	27	28	29	30
Giardia FBPA inh	6%	3%	?	-1%	0%
HCMV inh	-13	10	-20	-7	3
AmpC inh no detg	111%[activator]	-14%	-10%[11.4 µM]	-59%	50%
HCV inhibitor	-5%	6%	12%	-7%	?
Sm TGR block	-11%	-11%	-1%	6%	14%
AmpC inh detg	-15%	?	?	-8%	4%

31: CC(C)CC(=O)OCc1cc(=O)n2nc(C3CCCCC3)sc2n1
32: COc1ccc(CNC(=O)Cc2csc(Nc3nc(=S)[nH]c4ccccc34)n2)cc1
33: O=C(Cn1cnc2c(nnn2Cc2ccccc2)c1=O)NCc1ccco1
34: COc1ccc(CC(=O)Nc2nnc3n2CCS3)cc1OC
35: C/C(O)=C(/C#N)c1nc2ccccc2[nH]1
36: COc1ccc(S(=O)(=O)N2CCN(C(=O)CC3CC4CCC3C4)CC2)cc1 (stereo not drawn)
37: Cc1sc(NC(=O)/C=C/c2ccco2)c(C(=O)O)c1C
screen / no.	31	32	33	34	35	36	37
Giardia FBPA inh	nt	2%	6%	nt	-5%	nt	?
HCMV inh	10	-1	-1	2	-22	-20	24
AmpC inh no detg	nt	-32%	-1%	nt	-2%	-3%	-20%
HCV inhibitor	nt	-28%	10%	nt	3%	?	7%
Sm TGR block	-8%	1%	?	0%	1%	-21%	40µM*
AmpC inh detg	-6%	-7%	?	-7%	2%	-14%	3%

# 2 compounds picked at random from those above, as already listed:
37: Cc1sc(NC(=O)/C=C/c2ccco2)c(C(=O)O)c1C
33: O=C(Cn1cnc2c(nnn2Cc2ccccc2)c1=O)NCc1ccco1
screen / no.	37	33
Giardia FBPA inh	?	6%
HCMV inh	24	-1
AmpC inh no detg	-20%	-1%
HCV inhibitor	7%	10%
Sm TGR block	40µM*	?
AmpC inh detg	3%	?
